# Bioassay records: PubChem, National Center for Advancing Translational Sciences (NCATS)
# RXFP1 antagonist: antagonists of human relaxin receptor RXFP1; Q9HBX9; HEK293-RXFP1, relaxin-stimulated cAMP HTRF, 30 min; hits give low values; activity change, negative = inhibition, % at 57.5 µM; 0.59% of 350,000 active; AID 1259400;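 active means activity change of -60% or lower, but not beyond a set lower limit; inconclusive means change between -60% and -40%, or beyond the set limit; inactive means change above -40%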; further: on the % scale 0 is the no-effect control and ±100 the full control effect
# Vif-APOBEC3F blk: blocks the Vif interaction with APOBEC3F. HeLa A3F-eYFP + Vif (tagged APOBEC3F with the HIV-1 protein that degrades it), YFP fluorescence increase. Potency, µM (titrated, usually from 46.1 µM), for inactives: top-dose activity, negative = active. 0.2% of 390,000 active. AID 602313; further: potency means the concentration at half of the fitted maximal effect; % of control where 0% means no effect; nearly all actives have a fitted effect of over 65% in size
#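 Fluorescence increase (Ex 488/Em 500-530) after overnight compound treatment at 37 deg C flags inhibition of Vif-driven A3F-eYFP loss in stable HeLa A3F-eYFP/Vif cells seeded overnight beforehand.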
# D1 antag: antagonists of human D1 dopamine receptor; 3.2% of 360,000 active; activity change, negative = inhibition, % at 10 µM; P21728; HEK293 TREx D1 cells, calcium flux, dopamine EC80; hits give low values; AID 504652; in the data active means activity change below about -30%; further: on the % scale 0 is the no-effect control and ±100 the full control effect
# Target sequence (P21728 whole entry, looked up): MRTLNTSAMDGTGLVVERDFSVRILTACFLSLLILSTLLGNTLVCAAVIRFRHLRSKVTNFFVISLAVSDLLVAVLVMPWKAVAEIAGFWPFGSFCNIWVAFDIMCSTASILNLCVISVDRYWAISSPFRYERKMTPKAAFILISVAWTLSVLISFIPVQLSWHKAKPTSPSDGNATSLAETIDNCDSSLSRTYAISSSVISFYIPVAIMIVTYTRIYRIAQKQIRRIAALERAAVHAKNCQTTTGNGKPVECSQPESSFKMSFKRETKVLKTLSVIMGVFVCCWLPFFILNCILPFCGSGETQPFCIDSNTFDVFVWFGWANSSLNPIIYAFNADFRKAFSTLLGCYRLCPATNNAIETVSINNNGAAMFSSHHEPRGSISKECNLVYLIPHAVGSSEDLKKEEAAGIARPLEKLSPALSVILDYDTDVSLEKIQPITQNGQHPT
#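 Calcium flux readout: force-coupled, inducible Hek293 Trex D1 line, cells induced overnight at 30 C with tetracycline, dye-loaded 30–90 min at RT. Antagonism scored against EC80 dopamine challenge given 180 s after compound.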
# Vif-A3G inh: Vif-A3G binding inhibition. Potency, µM (top dose mostly 46.1 µM), inactives show top-dose activity, negative = active, hits mostly inhibitors. HeLa A3G-eYFP + Vif (tagged APOBEC3G with the HIV-1 protein that degrades it), YFP fluorescence, overnight. Q9HC16. 0.076% of 410,000 active;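 further: potency means the concentration at half of the fitted maximal effect; on the % scale 0 is the no-effect control and ±100 the full control effect; nearly all actives have a fitted effect of over 60% in size; hits raise eYFP signal because A3G escapes Vif-driven loss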
#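 Read-out is eYFP fluorescence (Ex 488/Em 500-530) from Vif-expressing HeLa A3G-eYFP cells; more signal means A3G escaped Vif-mediated degradation. Cells plated overnight, compound pinned in, incubated overnight at 37 deg C.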
# D1 PAM: human D1 dopamine receptor positive modulation; HEK293 TREx D1 cells, calcium flux, dopamine EC20 potentiation; potentiation, % at 10 µM; 0.036% of 360,000 active; AID 504651; in the data active means potentiation above about 30%; further: 0% is about no effect
# D2 potentiator: positively modulates the human D2 dopamine receptor allosterically; HEK293 T-REx D2, calcium flux, EC20 dopamine potentiation; potentiation, % at 10 µM; 0.34% of 340,000 active;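 active means potentiation over 3 SD above the plate norm, cut at about 30% in these data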; further: 0% is about no effect
# Target sequence (P14416 whole entry, looked up): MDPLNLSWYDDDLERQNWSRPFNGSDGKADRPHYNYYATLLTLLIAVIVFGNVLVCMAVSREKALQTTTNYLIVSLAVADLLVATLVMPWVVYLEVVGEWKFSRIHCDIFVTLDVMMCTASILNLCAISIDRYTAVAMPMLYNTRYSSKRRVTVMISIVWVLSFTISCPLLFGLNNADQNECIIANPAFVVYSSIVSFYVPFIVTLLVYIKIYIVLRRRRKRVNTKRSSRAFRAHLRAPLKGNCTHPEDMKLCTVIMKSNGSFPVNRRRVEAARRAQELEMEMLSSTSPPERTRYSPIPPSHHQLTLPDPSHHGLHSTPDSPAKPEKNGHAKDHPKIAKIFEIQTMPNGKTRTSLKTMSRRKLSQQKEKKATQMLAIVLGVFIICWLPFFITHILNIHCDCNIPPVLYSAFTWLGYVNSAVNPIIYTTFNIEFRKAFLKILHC
#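 Potentiation of an EC20 dopamine calcium response is measured in a force-coupled, tetracycline-inducible Hek293 Trex D2 line. Compound-only kinetic reads over 180 s flag agonists before dopamine addition.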
# GRP78 ERSR act: inducers of ER stress response in human glioma cells; U87-MG GRP78 promoter luciferase reporter, 16 h; 0.02% of 420,000 active; Potency, µM, without a hit: at the highest dose activation, actives largely listed as activators; further: potency means the concentration at half of the fitted maximal effect; series mostly up to about 76 µM; % of control where 0% means no effect; nearly all actives have a fitted effect of over 35% in size
#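 Stably transfected U87-MG glioma cells carrying a GRP78-based luciferase sensor; 16 h compound incubation. Luminescence end-point read 10 min after Bright-Glo addition at room temperature.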
# RXFP1 agonist: RXFP1 (human) receptor agonism | Q9HBX9 | HEK293T-RXFP1 cAMP TR-FRET, 30 min; response scale: percent of porcine relaxin response, buffer zero | 0.3% of 370,000 active | Potency, µM (doses to about 57.5 µM), for inactives: at the highest dose activation, hits mostly activators; further: potency means the concentration at half of the fitted maximal effect; on the % scale 0 is the no-effect control and ±100 the full control effect; nearly all actives have a fitted effect of over 60% in size; many of its hits are not listed in these tables
#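 Agonist response is measured as cAMP accumulation in an RXFP1-transfected HEK293T line under PDE4 inhibition. Values are scaled between buffer-only and 29 nM porcine relaxin, and EC50s come from standard Hill equation fits.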
# D1 agonist: agonists of human D1 dopamine receptor | P21728 | HEK293 T-REx D1 cells, calcium flux, agonist mode | activation, % at 2 µM | 1% of 360,000 active | AID 504660; in the data active means activation above about 30%; further: 0% is about no effect
#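 Inducible HEK293 T-REx D1 cells, force-coupled to calcium signalling, were plated at 4000 cells/well with tetracycline and held overnight at 30 C. After no-wash calcium dye loading, compound-evoked calcium rise over 180 s flagged agonists.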
# The depositor's hits bear a star; ? = inconclusive; . = no result given; & = joins results of further samples. Unless noted, the call rests on the fitted dose curve; in most records, active means well fitted curve in the direction sought with a large enough effect; inconclusive means small, poorly fitted or top-dose-only effect, or another doubt; inactive means no such curve, though single readings can be large; an effect the other way counts as inactive or inconclusive. The list is partial (hit frequency here may not be typical).
SMILES,RXFP1 antagonist,Vif-APOBEC3F blk,D1 antag,Vif-A3G inh,D1 PAM,D2 potentiator,GRP78 ERSR act,RXFP1 agonist,D1 agonist
Cc1cccc(Oc2nc3c(C)cccn3c(=O)c2/C=C(\C#N)c2nc3ccccc3s2)c1,-9,-7%,4,7%,4,11,-3%,2.8%,14
CNC(=O)c1cc(Oc2ccc(NC(=O)Nc3ccc(Cl)c(C(F)(F)F)c3)cc2)ccn1,?,4%,1,-8%&-6%,0,-1,-6%&-7%&-7%,-3.8%,6
CN(c1ccc(C(=O)NCc2ccccc2)cc1)S(C)(=O)=O,-10,-2%,-9,2%,-1,15,-2%,2.2%,3
[O-][N+]1=C2CCC/C(=N\O)C2=NC12CCCCC2,-8,-17%,0,-1%,-3,7,-1%,-0.7%,1
CCc1ccc(NC(=O)C(C)Sc2ccc(S(=O)(=O)N3CCN(C)CC3)cn2)cc1 (configuration not stated),2,6%,-11,-4%,-9,3,8%,1.7%,8
Cc1nn(Cc2cccc(C(=O)Nn3cc([N+](=O)[O-])cn3)c2)c(C)c1[N+](=O)[O-],-9,-1%,7,3%,-6,.,-6%,4.1%,2
O=C(CN1C(=O)c2cccnc2Oc2ccc(Cl)cc21)Nc1cccc(C(F)(F)F)c1,-30,-4%,18,-6%,5,-9,-4%,0.4%,2
Cc1ccccc1CO/N=C/c1[nH]ncc1Br,-3,6%,-1,-5%,-3,6,3%,2.0%,2
CC(C)(C)n1nc(-c2ccc(F)cc2)c2c(N)ncnc21,-12,5%,-17,-26%,-8,3,-4%,2.0%,6
CN1CCN(S(=O)(=O)c2ccc(NC(=O)Nc3cccc(Cl)c3)cc2)CC1,8,0%,-48*,-18%,-9,-4,1%,-1.8%,11
CCN1CCCc2cc(CN(CCN3CCOCC3)C(=S)Nc3cccc(OC)c3)ccc21,5,-16%,9,-5%,11,5,10%,-0.5%,7
O=C(NCc1n[nH]c(=S)n1-c1cccc(C(F)(F)F)c1)c1ccco1,14,-18%,2,-2%,-8,-2,-5%,8.7%,4
COc1ccc(-c2c(C#N)c(SCc3c(C)noc3C)nc3c2C(=O)CC(C)(C)C3)cc1,4,-19%,0,3%,-1,-6,-4%,-0.5%,1
C1CN(c2nc3nonc3nc2N2CCSCC2)CCO1,2,0%,-8,1%,1,-2,-1%,4.7%,1
Cc1c(CC(=O)O)c(=O)oc2c(C)c(OCc3ccc(F)cc3Cl)ccc12,-4,-2%,4,-3%,4,-10,2%,4.3%,1

# Next part (4 carried over from the part before).
SMILES,RXFP1 antagonist,Vif-APOBEC3F blk,D1 antag,Vif-A3G inh,D1 PAM,D2 potentiator,GRP78 ERSR act,RXFP1 agonist,D1 agonist
O=C(NCc1n[nH]c(=S)n1-c1cccc(C(F)(F)F)c1)c1ccco1,14,-18%,2,-2%,-8,-2,-5%,8.7%,4
COc1ccc(-c2c(C#N)c(SCc3c(C)noc3C)nc3c2C(=O)CC(C)(C)C3)cc1,4,-19%,0,3%,-1,-6,-4%,-0.5%,1
C1CN(c2nc3nonc3nc2N2CCSCC2)CCO1,2,0%,-8,1%,1,-2,-1%,4.7%,1
Cc1c(CC(=O)O)c(=O)oc2c(C)c(OCc3ccc(F)cc3Cl)ccc12,-4,-2%,4,-3%,4,-10,2%,4.3%,1
Cc1ccc(NS(=O)(=O)c2c(F)cc(F)c(Cl)c2F)cc1S(=O)(=O)N1CCOCC1,-6,-7%,.,-22%,.,.,-2%,.,.
CS(=O)(=O)N1CCc2cc(C(=O)Nc3ccc(Cl)cc3)ccc21,0,1%,-9,1%,-6,2,2%,0.8%,8
Cc1nc2c3ccccc3nc(NNC(=O)CCC(=O)O)n2n1,.,-2%,-6,4%,-2,-1,-3%,4.0%,3
COc1ccc(C(=O)NN2CC(O)=C(c3nc4ccccc4n3C)C2=N)cc1OC,-1,-8%,10,-2%,2,1,-4%,0.1%,1
CC(=O)Oc1ccc(C(=O)[C@H]2[C@H]3C(=O)N(c4ccc(C)cc4C)C(=O)[C@H]3[C@@H]3C=CC=NN32)cc1,-4,-20%,-2,0%,2,16,3%,2.8%,3
COc1cccc(NC(=O)CN(C)C(=O)c2cccc(S(=O)(=O)N3CCN(c4ccc(F)cc4)CC3)c2)c1,-17,1%,-34*,-1%,-12,0,-5%,0.3%,7
CC(C)C(NC(=O)c1ccccc1)c1nnc(SCC(=O)Nc2nccs2)n1C (configuration not stated),-1,3%,3,0%,0,1,-5%,1.1%,4
Cc1ccc(-n2nc3cc(Cl)c(NC(=O)c4ccco4)cc3n2)cc1,2,-9%,-13,1%,-4,0,3%,-1.1%,2
COP(=O)(OC)c1nc(-c2cccc3ccccc23)oc1N1CCCCC1,1,1%,6,0%,-1,-3,6%,18%,2
Cc1ccc(/C=N/NC(=O)c2nnn(-c3nonc3N)c2-c2ccc3c(c2)OCO3)s1,-20,-9%,71,1%,36*,0,-4%,-1.4%,49*
CC1CCCN(c2nc3c(c(=O)[nH]c(=O)n3C)n2CCCc2ccccc2)C1 (configuration not stated),.,1%,-4,1%,-7,21,-1%,1.7%,0
Cc1ccc2nc(CSc3nc(C)cc(C)c3C#N)[nH]c2c1,-3,-2%,-9,-2%,5,-16,2%,-1.8%,4
CCN1CCN(c2cc3c(nn2)Oc2ccccc2N3C)CC1,-13,-1%,-6,-1%,1,-26,0%,1.3%,-1
CCOc1ccc(CN2C(=O)c3ccccc3C2C(=O)NCCc2ccc(OC)c(OC)c2)cc1 (configuration not stated),-5,2%,-16,-3%,1,13,-2%,2.6%,-2
Cc1ccc(Cc2c(C)nc3nc(SCC(=O)NC(C)c4ccccc4)nn3c2C)cc1 (configuration not stated),-8,-4%,-11,-2%,0,-13,-1%,-1.6%,16
C=CCNC(=O)c1cnc2n(c1=O)CCS2,.,5%,0,2%,-5,12,-2%,-1.2%,6
COCCNC(=O)COC(=O)c1nsc(Cl)c1Cl,2,-3%,-3,-10%,0,13,-2%,-0.3%,-1
CCN1CCN(Cc2c(O)ccc3c(=O)c(Oc4ccccc4C(C)C)c(C(F)(F)F)oc23)CC1,.,-4%,3,3%,-2,-10,-2%,2.2%,5
CN(C(=O)COc1cccc(C#N)c1)C1CCS(=O)(=O)C1 (configuration not stated),4,7%,-8,-1%,.,-5,-2%,2.6%,7
COc1ccc(C2C(C(=O)c3ccco3)=C(O)C(=O)N2CC2CCCO2)cc1OC (configuration not stated),-5,-4%,-16,-1%,-6,2,-4%,-1.0%,3
CCc1ccc(NC(=O)c2c(Cl)nc(C)c(Cl)c2C)cc1,-13,-15%,-19,0%,-6,-3,-3%,-0.9%,2
Cc1ccc(C(c2c(O)cc(C)n(Cc3ccco3)c2=O)N2CCC(C)CC2)cc1 (configuration not stated),-14,1%,-2,0%,-5,-7,-2%,5.2%,2
CC(C(=O)N1CCCCC1)n1ncn2cccc2c1=O (configuration not stated),-17,.,3,0%,-2,-4,-1%,-2.0%,0
Cc1cc(C)c(NC(=O)CC(=O)c2ccccc2)c(Cl)c1,17,-14%,-23,2%,0,13,-5%,-3.9%,4
CCc1noc(C)c1C(=O)N(Cc1ccccc1)c1c(N)n(CCOC)c(=O)[nH]c1=O,5,0%,-15,1%,0,-4,-3%,-0.3%,1
COC(=O)c1c(C(=O)OC)c2cccc3cc(-c4ccccc4)c4ccc1c4n32,-3,-9%,-4,-3%,-3,5,-6%,1.3%,3
O=C(CCS(=O)(=O)c1cccs1)Nc1ccc(C(=O)NCc2cccs2)cc1,-20,4%,-29,2%,5,6,-1%,-2.6%,3
Cn1c(SCC(=O)Nc2ccc3c(c2)CCC3)nnc1C1CC1,-4,-4%,-23,-2%,-13,-11,-3%,-0.4%,0
CCN(CC)S(=O)(=O)c1ccc(C(=O)NCC(c2cccs2)N2CCOCC2)cc1 (configuration not stated),26,-1%,-9,2%,-7,.,-3%,-0.1%,0
C=CCn1c(C)cc(C(=O)COc2ncnc3sccc23)c1C,0,0%,8,0%,-3,-4,-8%,-1.3%,2
NC(=O)CSc1nnc(-c2ccc(S(=O)(=O)N3CCCC3)cc2)n1CC1CCCO1 (configuration not stated),-15,8%,0,-4%,4,-7,-3%,2.9%,2

# Three consecutive compounds already listed, quoted:
SMILES,RXFP1 antagonist,Vif-APOBEC3F blk,D1 antag,Vif-A3G inh,D1 PAM,D2 potentiator,GRP78 ERSR act,RXFP1 agonist,D1 agonist
CCN(CC)S(=O)(=O)c1ccc(C(=O)NCC(c2cccs2)N2CCOCC2)cc1 (configuration not stated),26,-1%,-9,2%,-7,.,-3%,-0.1%,0
C=CCn1c(C)cc(C(=O)COc2ncnc3sccc23)c1C,0,0%,8,0%,-3,-4,-8%,-1.3%,2
NC(=O)CSc1nnc(-c2ccc(S(=O)(=O)N3CCCC3)cc2)n1CC1CCCO1 (configuration not stated),-15,8%,0,-4%,4,-7,-3%,2.9%,2
